Assay outcomes deposited in PubChem by National Center for Advancing Translational Sciences (NCATS).
ATXN2 expr inh: inhibitors of ATXN2 expression. HEK-293 ATXN2-luciferase reporter, luminescence, 24 h. Potency, µM (top dose mostly 57 µM), for the others: top-dose activity change, negative = inhibition, actives largely listed as inhibitors. actives 0.72% (n = 360,000). AID 1745845; note: potency is the fitted concentration of half-maximal effect; % is set by controls: 0 for no effect and ±100 for the full control effect; nearly all actives have a fitted effect of over 55% in size
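ATXN2-luciferase reporter cells (luciferase flanked by upstream and downstream ATXN2 gene portions) were treated 24 h at 37 °C with compounds at up to 57 uM. SteadyGlo luminescence gave expression; GF-AFC fluorescence gave viability.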
KB-3-1 cytotox: kills parental KB-3-1 adenocarcinoma cells. KB-3-1 viability, CellTiter-Glo ATP luminescence, 72 h. Potency, µM (top dose mostly 46.1 µM), for the others: top-dose activity change, negative = cytotoxic, usual class: cytotoxic. actives 1.4% (n = 400,000); note: potency is the fitted concentration of half-maximal effect; % is set by controls: 0 for no effect and ±100 for the full control effect; nearly all actives have a fitted effect of over 60% in size
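KB-3-1 parental drug-naive adenocarcinoma cells in DMEM/10% FBS, incubated 72 h at 37 C with pin-transferred compounds across a concentration series. Viability by CellTiter-Glo luminescence; concentration-response curves fitted after normalization.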
HT1080-NT tox: kills 2HG-producing HT-1080-NT fibrosarcoma cells; actives 1.6% (n = 360,000); HT-1080-NT fibrosarcoma viability, CellTiter-Glo ATP luminescence, 48 h; Potency, µM (top dose mostly 46.1 µM), inactives show at the top dose activity, negative = less viability, hits mostly cytotoxic;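 note: NT is the 2HG producing partner of a matched IDH1 knockdown line; potency is the fitted concentration of half-maximal effect; 0% = DMSO-treated cells and -100% = media-only wells without cells; nearly all actives have a fitted effect of over 55% in size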
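750 cells/well, RPMI + 5% FBS; 2 h settle, compound pin-transfer, 48 h at 37 degrees C. CellTiter-Glo 10 min RT, luminescence. Normalized to DMSO and media-only wells.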
KB-V1 MDR tox: KB-V1 MDR subline cytotoxicity; KB-V1 MDR cells viability, CellTiter-Glo, 72 h; Potency, µM (series often up to 46.1 µM), without a hit: at the highest dose activity change, negative = cytotoxicity, hits mostly cytotoxic; actives 3.4% (n = 400,000); note: potency is the fitted concentration of half-maximal effect; % is set by controls: 0 for no effect and ±100 for the full control effect; nearly all actives have a fitted effect of over 60% in size
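Readout: CellTiter-Glo luminescence, 10 min after addition. Cells: KB-V1 MDR subline, 72 h at 37 degrees C with compound. Analysis: corrected, normalized data fitted to concentration-effect curves.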
WRN helicase inh: WRN helicase (human) inhibition; Q14191; WRN helicase unwinding, fluorescent forked duplex, kinetic; Potency, µM (doses to about 114 µM), for inactives: at the top dose activity change, negative = inhibition, actives largely listed as inhibitors; actives 0.46% (n = 360,000); note: potency is the fitted concentration of half-maximal effect; % is set by controls: 0 for no effect and ±100 for the full control effect; nearly all actives have a fitted effect of over 55% in size
Target sequence (Q14191 whole entry, looked up): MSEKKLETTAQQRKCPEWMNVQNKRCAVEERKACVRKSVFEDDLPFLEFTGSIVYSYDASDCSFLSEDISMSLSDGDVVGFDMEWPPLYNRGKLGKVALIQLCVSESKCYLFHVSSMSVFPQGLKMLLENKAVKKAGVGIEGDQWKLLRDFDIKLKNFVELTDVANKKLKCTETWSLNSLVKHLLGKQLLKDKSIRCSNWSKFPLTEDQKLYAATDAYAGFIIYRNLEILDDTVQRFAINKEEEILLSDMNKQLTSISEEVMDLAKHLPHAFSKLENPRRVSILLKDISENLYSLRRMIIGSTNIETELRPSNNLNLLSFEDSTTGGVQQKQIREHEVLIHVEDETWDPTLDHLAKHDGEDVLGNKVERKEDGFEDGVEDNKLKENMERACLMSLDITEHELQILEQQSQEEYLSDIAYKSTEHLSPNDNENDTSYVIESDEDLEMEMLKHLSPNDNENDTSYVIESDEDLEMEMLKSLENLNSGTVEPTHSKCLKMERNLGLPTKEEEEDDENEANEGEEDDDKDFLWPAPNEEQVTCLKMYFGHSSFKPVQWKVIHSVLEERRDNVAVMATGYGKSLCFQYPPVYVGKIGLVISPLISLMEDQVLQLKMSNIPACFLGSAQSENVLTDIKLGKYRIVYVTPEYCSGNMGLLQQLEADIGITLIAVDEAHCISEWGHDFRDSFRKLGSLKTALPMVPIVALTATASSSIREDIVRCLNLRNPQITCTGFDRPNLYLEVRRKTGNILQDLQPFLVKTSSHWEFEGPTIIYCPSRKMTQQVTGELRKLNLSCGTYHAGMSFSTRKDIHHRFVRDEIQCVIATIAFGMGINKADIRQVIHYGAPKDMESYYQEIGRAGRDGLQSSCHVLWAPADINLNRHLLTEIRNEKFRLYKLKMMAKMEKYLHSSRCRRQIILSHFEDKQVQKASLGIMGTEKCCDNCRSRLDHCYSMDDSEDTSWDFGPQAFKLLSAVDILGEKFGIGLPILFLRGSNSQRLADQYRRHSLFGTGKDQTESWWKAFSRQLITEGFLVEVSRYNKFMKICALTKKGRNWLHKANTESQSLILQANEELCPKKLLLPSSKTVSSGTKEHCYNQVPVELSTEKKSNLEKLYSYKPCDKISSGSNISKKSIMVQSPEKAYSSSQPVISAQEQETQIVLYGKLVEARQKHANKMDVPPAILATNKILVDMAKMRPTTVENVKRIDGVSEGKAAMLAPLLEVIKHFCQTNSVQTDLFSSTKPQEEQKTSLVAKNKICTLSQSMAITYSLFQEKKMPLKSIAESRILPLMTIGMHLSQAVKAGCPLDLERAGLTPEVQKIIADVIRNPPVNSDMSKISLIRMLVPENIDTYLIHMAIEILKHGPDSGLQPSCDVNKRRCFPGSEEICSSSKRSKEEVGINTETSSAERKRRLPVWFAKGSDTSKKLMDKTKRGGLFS
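Primary qHTS, 1536-well format. 20 nM WRN + compound, 15 min RT; start with 100 nM forked fluorophore/quencher duplex, 2 mM ATP (final); kinetic read ex 525/em 598 nm.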
MCF10A rereplic: inducers of DNA re-replication in MCF 10A breast cells; Potency, µM (top dose mostly 46.1 µM), inactives show at the highest dose activity, positive = re-replication, most hits filed as activators; MCF 10A DNA re-replication, Hoechst nuclear intensity, 48 h; actives 2.9% (n = 350,000); note: potency is the fitted concentration of half-maximal effect; % of control where 0% means no effect; nearly all actives have a fitted effect of over 50% in size
IL-1B inflam inh: inflammasome signaling inhibition, IL-1 beta readout. THP-1 LPS/ATP IL-1B secretion, AlphaLISA, 16 h; stronger effect = lower value. activity change, % at 57.5 µM. actives 4.7% (n = 360,000). AID 743279; in the data active = activity change below about -50%; inconclusive = mostly about -30% to -49%; note: % is set by controls: 0 for no effect and ±100 for the full control effect
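Secreted IL-1B measured by AlphaLISA bead assay after 16 h compound exposure of THP-1 cells; compounds (final up to 57.5 uM) added 1 h before LPS (250 ng/mL) and ATP (1.25 mM) stimulation; lower signal means less secretion.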
HT1080 IDH1KD tx: toxicity to HT-1080 IDH1 knockdown cells (counter line). HT-1080 IDH1 knockdown viability, ATP luminescence, 48 h. Potency, µM (titrated, usually from 46.1 µM), for inactives: at the top dose activity, negative = toxicity, actives largely listed as cytotoxic. actives 2% (n = 360,000). AID 686971;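 note: potency is the fitted concentration of half-maximal effect; 0% = DMSO wells and -100% = cell-free medium wells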
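Viability of IDH1-knockdown HT-1080 fibrosarcoma cells was assessed by CellTiter-Glo after 48 h at 37 °C with titrated compound; concentration-effect curves were classified by fit quality and response size.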
SW480 rerep: DNA re-replication induction in SW480 cells. Potency, µM (top dose mostly 46.1 µM), for inactives: at the top dose re-replication activation, most hits filed as activators. SW480 DNA re-replication, Hoechst DNA content imaging, 48 h. actives 1.8% (n = 340,000); note: potency is the fitted concentration of half-maximal effect; % of control where 0% means no effect; nearly all actives have a fitted effect of over 55% in size
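Treated cells incubate 48 hr (37 C, 5% CO2), are stained 40 min with Hoechst, and nuclear fluorescence is enumerated; a rise in nuclei with high DNA signal marks re-replication.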
Starred values were filed as active, the others as inactive; ? = inconclusive; . = no result given; [ ] = remark or other dose. Unless noted, calls come from the whole dose curve; as a rule, active = well fitted curve in the direction sought with a large enough effect; inconclusive = small, poorly fitted or top-dose-only effect, or another doubt; inactive = no such curve, though single readings can be large; an effect the other way counts as inactive or inconclusive.

Second line of a record: ATXN2 expr inh	KB-3-1 cytotox	HT1080-NT tox	KB-V1 MDR tox	WRN helicase inh	MCF10A rereplic	IL-1B inflam inh	HT1080 IDH1KD tx	SW480 rerep
- Cc1cnc(NC(=O)CSc2nnc(CNc3ccc(F)cc3)n2CC2CCCO2)s1 (stereo unspecified)
    12%	9%	-2%	6%	1%	4%	3	1%	-3%
- N#C/C(=C\c1ccc[nH]1)Sc1nc2ccccc2s1
    49%[activator]	-28%	-18%	?	?	-6%	-18	-15%	4%
- CSc1nc2c(c(=O)[nH]c(=O)n2C)n1CCCc1ccccc1
    1%	-16%	-2%	-4%	1%[57.1 µM]	0%	35	-4%	57%
- CC(C)(C)CC(C)(C)c1ccc(OCC(=O)N/N=C/c2ccc(S(=O)(=O)O)o2)cc1
    7%	5%	18%	14%	-8%	0%	0	13%	-15%
- Cc1ccc(S(=O)(=O)N2CCOCC2)cc1NC(=O)COc1ccc(C(=O)c2ccccc2)cc1
    ?	?	2%	6%	-1%	2%	-15	2%	8%
- O=C(Nc1cccc(S(=O)(=O)NC2=NCCCCC2)c1)c1cc(-c2ccncc2)nc2ccccc12
    .	-6%	-4%	-11%	-20%	-3%	?	3%	-6%
- Cc1ccc(CNC(=O)CN2C(=O)CSc3ccc(S(=O)(=O)N4CCCCC4)cc32)cc1
    -5%	-10%	-5%	-24%	1%	0%	?	0%	-11%
- Cc1ccc(C2Nc3ccccc3-c3nc4ccccc4n32)o1 (stereo unspecified)
    -2%	-9%	?	?	-9%	?	-5	?	?
- CCOc1ccccc1Oc1nc(-c2ccccc2O)nc2ccccc12
    2%	-2%	9%	-18%	-3%[57.1 µM]	5%	25	9%	-17%
- CCOC(=O)C1=C(C)N(C[C@@H]2CC[C@@H](Cc3ccc(-c4ccccc4)cc3)O2)C(=O)NC1c1ccc(C(F)(F)F)cc1 (stereo partly specified)
    -21%	0%	5%	0%	-10%	-20%	?	0%	?
- C[C@@H](C(=O)OCC(=O)Nc1cc(S(=O)(=O)N2CCOCC2)ccc1Cl)N1C(=O)C2CCCCC2C1=O (stereo partly specified)
    8%	4%	6%	20%	-10%	-5%	7	19%	-1%
- CCOC(=O)Cc1csc(NC(=O)COc2cc(C)cc(C)c2)n1
    -7%	13%	-7%	0%	-1%	?	0	1%	-2%
- CCCCCCCCC(=O)N1CCN(c2cc3c(cc2F)c(=O)c(C(=O)O)cn3CC)CC1
    33%	1%	18%	5%	0%	5%	29	19%	-11%
- O=C(CN(C(=O)CCC(=O)Nc1nccs1)c1ccc(F)c(Cl)c1)NCC1CCCO1 (stereo unspecified)
    5%	11%	?	41%	0%	5%	-10	16%	1%
- CCc1nc2ccc(C(=O)N(C)Cc3ccco3)cn2c1N(C)CCCc1ccccc1
    ?	-2%	?	?	-9%	.	?	?	.
- O=C(NCCN1CCOCC1)c1cccnc1SCc1ccccc1Cl
    0%	21%	-1%	3%	-8%	0%	9	-11%	-28%
- CCOC(=O)N1CCN(C(=O)CS(=O)(=O)c2cn(Cc3ccccc3Cl)c3ccccc23)CC1
    -10%	-11%	-3%	-12%	2%	-1%	4	-4%	-11%
- Cc1ccc2nc(Cl)c(/C=N/NC(=O)[C@H]3C[C@@H]3c3ccccc3)cc2c1
    18%	-2%	19%	1%	-5%	8.2µM*	0	18%	?
- COc1ccc(N2C(=O)CC(N(CCc3ccc(OC)c(OC)c3)C(=S)Nc3ccccc3)C2=O)cc1 (stereo unspecified)
    -20%	-18%	2%	-15%	-4%	?	19	3%	1%
- O=C(CNS(=O)(=O)c1ccc2ccccc2c1)NCCc1ccccn1
    -1%	0%	3%	24%	5%	-2%	19	8%	0%

Copied from the list.
CCOc1ccccc1Oc1nc(-c2ccccc2O)nc2ccccc12 @ IL-1B inflam inh: 25
CCOC(=O)Cc1csc(NC(=O)COc2cc(C)cc(C)c2)n1 @ SW480 rerep: -2%

(continued)
Second line of a record: ATXN2 expr inh	KB-3-1 cytotox	HT1080-NT tox	KB-V1 MDR tox	WRN helicase inh	MCF10A rereplic	IL-1B inflam inh	HT1080 IDH1KD tx	SW480 rerep
- C/C(CC(=O)Nc1ccc2c(c1)OCO2)=N\NC(=O)OC(C)(C)C
    21%	2%	-12%	15%	1%	3%	-10	0%	-60%[inhibitor]
- CCOC(=O)c1c(NC(=O)c2ccc(S(=O)(=O)N(C)CC3CCCO3)cc2)sc2c1CCN(C)C2 (stereo unspecified)
    8%	-19%	?	-4%	6%	?	-14	?	15%
- O=C(Nc1ccc2nc3n(c(=O)c2c1)CCCC3)c1ccccc1[N+](=O)[O-]
    0%	-20%	23%	-3%	-8%	5%	-11	17%	-7%
- O=c1oc2ccccc2c2c1SC(C(F)(F)F)C2 (stereo unspecified)
    3%	-1%	-5%	4%	2%	-3%	7	-8%	-3%
- CCC1=Nc2cc(C(=O)O)ccc2Sc2ccccc21
    1%	5%	0%	24%	4%	2%	19	2%	-3%
- COC(=O)c1c(C(=O)OC)n(CCCN)c2ccc(C)cc12
    -32%	?	?	-33%	-3%	?	?	?	?
- CC(=O)Nc1ccc(CNc2nc3cc(-c4ccsc4)sc3c(=O)n2C)cc1
    12%	?	-9%	23µM*	-7%[57.1 µM]	.	56	-26%	.
- O=C(CCNC(=O)c1ccccc1Cl)Nc1nc2ccccc2[nH]1
    7%	20%	-4%	21%	-22%	2%	6	-4%	0%
- O=C(Nc1nccs1)c1ccc2nccnc2c1
    24%	7%	1%	15%	?	-180%[0.0737 µM]	-6	29%	-4%
- O=C(Nc1nnc(Cc2ccc(Cl)cc2)s1)c1cccnc1
    .	1%	-12%	-8%	3%	9%	20	-9%	18µM*
- O=c1cc(-c2ccccc2)c2c([nH]1)CCCC2
    2%	2%	-2%	-23%	6%	-3%	32	-4%	-5%
- Cc1cccc(N2CC(C(=O)Nc3ccc(S(=O)(=O)N4CCCCC4)cc3)CC2=O)c1C (stereo unspecified)
    -9%	-23%	-25%	-3%	-5%[57.1 µM]	13µM*	?	-27%	8%
- CCCN(CC(=O)Nc1ccccc1C)C(=O)Cc1c[nH]c2ccccc12
    3%	8%	1%	-26%	3%	-8%	13	7%	-58%[inhibitor]
- O=C(c1ccco1)N1CCN(Cc2ccc(F)cc2)CC1
    0%	-9%	1%	-2%	6%	15%	-12	0%	-3%
- CC(=O)N1c2ccc(S(=O)(=O)N3CCCC(C(=O)N4CCCC(C)C4)C3)cc2CC1C (stereo unspecified)
    -16%	-26%	1%	0%	5%	12%	22	-2%	-20%
- COC(=O)c1ccccc1NC(=S)NC(NC(=O)c1ccccc1[N+](=O)[O-])C(Cl)(Cl)Cl (stereo unspecified)
    1%	3%	-9%	11%	-9%	1%	40	1%	-1%
- C#CCOCCOCCOCCNc1nc(N2CCN(C(=O)Cn3cc(CCCN=C(N)N)nn3)CC2)nc(N2CCN(C(=O)[C@H](C(C)C)n3cc(CCO)nn3)CC2)n1
    3%	0%	5%	-9%	3%	?	13	4%	-6%
- CC(C)(O)C#Cc1ccc(C(=O)N2CCC(CCC(=O)NC3CC3)CC2)cc1
    7%	10%	4%	16%	-12%	1%	-15	10%	2%
- O=C(CCCCCNC(=O)c1ccccc1)N/N=C/c1ccccc1O
    -14%	5%	4%	?	1%	?	23	-26%	5.8µM*
- C=CC[C@H](CC(=O)N[C@H](CO)Cc1ccccc1)C(=O)N[C@@H](COC(=O)[C@@H](CC=C)Cc1ccc(F)cc1)Cc1c[nH]c2ccccc12
    -15%	-6%	-4%	-18%	2%	13%	-17	-13%	-3%
- Cc1ccsc1C(=O)OCc1nc2ccccc2c(=O)[nH]1
    43%[activator]	-23%	-2%	-15%	-13%	-2%	46	5%	1%
- CN(C)CCNC(C(=O)Nc1cccc(C(F)(F)F)c1)c1ccccc1 (stereo unspecified)
    4%[11.3 µM]	-9%	-2%	2%	2%	-4%	-14	-2%	?
- Brc1cccc(-c2nnc(SCc3ccon3)n2-c2ccccc2)c1
    -16%	1%	-2%	?	-1%	-6%	-15	-21%	1%
- C=CCn1c(=O)c2ccc(C(=O)NCc3ccccc3)cc2n(Cc2ccc(C)cc2)c1=O
    5%	18%	0%	11%	2%	22%	-8	7%	-8%

A stretch taken from the entries so far:
Second line of a record: ATXN2 expr inh	KB-3-1 cytotox	HT1080-NT tox	KB-V1 MDR tox	WRN helicase inh	MCF10A rereplic	IL-1B inflam inh	HT1080 IDH1KD tx	SW480 rerep
- C=CC[C@H](CC(=O)N[C@H](CO)Cc1ccccc1)C(=O)N[C@@H](COC(=O)[C@@H](CC=C)Cc1ccc(F)cc1)Cc1c[nH]c2ccccc12
    -15%	-6%	-4%	-18%	2%	13%	-17	-13%	-3%
- Cc1ccsc1C(=O)OCc1nc2ccccc2c(=O)[nH]1
    43%[activator]	-23%	-2%	-15%	-13%	-2%	46	5%	1%
- CN(C)CCNC(C(=O)Nc1cccc(C(F)(F)F)c1)c1ccccc1 (stereo unspecified)
    4%[11.3 µM]	-9%	-2%	2%	2%	-4%	-14	-2%	?
- Brc1cccc(-c2nnc(SCc3ccon3)n2-c2ccccc2)c1
    -16%	1%	-2%	?	-1%	-6%	-15	-21%	1%
- C=CCn1c(=O)c2ccc(C(=O)NCc3ccccc3)cc2n(Cc2ccc(C)cc2)c1=O
    5%	18%	0%	11%	2%	22%	-8	7%	-8%
